aSyn yeast rescue – rescues yeast growth from alpha-synuclein toxicity | S. cerevisiae alpha-synuclein toxicity rescue, BacTiter-Glo growth, 24 h | Potency, µM (series often up to 46.1 µM), for inactives: at the highest dose growth rescue (activation), hits mostly activators | actives 0.02% (n = 94,000) | AID 1347070; active = well fitted activation curve with a large enough effect; inconclusive = small, poorly fitted or top-dose-only effect; also: 0% is about no effect
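Growth restoration measured by BacTiter-Glo luminescence after 24 hr at 30 deg C; alpha-synuclein yeast, raffinose-pregrown to mid-log, were added at OD600=0.02 in galactose medium onto pinned compounds.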
Active calls of the source: *; u = inconclusive; [ ] = another dose, or the depositor's remark. Potency is read from the fitted curve at half-maximal effect.

SMILES	aSyn yeast rescue
CCCCN(CCCC)C(=O)c1cc2c(=O)n3cccc(C)c3nc2s1	-14%
Cc1ccc(-n2c(SCC(=O)Nc3ccc(N4CCOCC4)cc3)nc3ccccc3c2=O)cc1	2%
S=C(NCCC1=CCCCC1)NCc1ccco1	-1%
Cc1cc([N+](=O)[O-])c(C)cc1-c1ccc(/C=N/NC(=O)c2cccnc2)o1	0%
Cc1ccc(CNC(=O)c2c[nH]n3c(=O)c(Cc4ccc(F)cc4Cl)c(C)nc23)cc1	-1%
O=C(C1CCCCC1)N1C[C@@H](O)[C@H](n2cc(-c3ccc(F)cc3)nn2)C[C@@H]1c1ccc(Cl)cc1	12%
Cc1ccc(C(=O)N2CCC(C)CC2)cc1NC(=O)c1nsc2ccccc12	-9%
CCCCCCn1nc(C(=O)N(CCOC)c2c(N)n(CCCC)c(=O)[nH]c2=O)c2ccccc2c1=O	-2%
CC(C)(C)OC(=O)N1CCC(c2nnc(SCc3ccccc3)o2)CC1	-8%
N#Cc1cn(N2CCCCC2)c(=O)[nH]c1=O	-2%
CCCc1cc(=O)[nH]c(SCC(=O)N2CCOCC2)n1	-3%
COc1cc(CCc2ccccc2)c(C(=O)O)c(O)c1CC=C(C)C	-2%
N#Cc1ccc(OCC(=O)NC2=NCCS2)cc1	9%
Cc1ccccc1OCc1ccc(C(=O)N2CC(C)OC(C)C2)o1 (stereo unspecified)	8%
Cc1cc(C)c(NC(=O)Cn2ccn(-c3cccc(Cl)c3)c(=O)c2=O)c(C)c1	2%
CCOc1ccc(NC(=O)Cc2ccc(NC(=O)N3CCCCc4ccccc43)cc2)cc1	3%
CCCCCCC(=O)Nc1cc2nc3c(nc2cc1C)c(=O)n(C)c(=O)n3C	-4%
CCN(CC)CCCOC(=O)c1ccc(OC)cc1O	0%
Cc1cc(C)cc(NC(=O)Cn2c(=O)n(CCC(C)C)c(=O)c3cccnc32)c1	-9%
CCOc1ccc(CCNC(=O)Cn2nc(CC)n3c(cc4c(OC)cccc43)c2=O)cc1OCC	-4%

Gathered by group: the entries above with fluorine.
SMILES	aSyn yeast rescue
Cc1ccc(CNC(=O)c2c[nH]n3c(=O)c(Cc4ccc(F)cc4Cl)c(C)nc23)cc1	-1%
O=C(C1CCCCC1)N1C[C@@H](O)[C@H](n2cc(-c3ccc(F)cc3)nn2)C[C@@H]1c1ccc(Cl)cc1	12%

Carrying on:
SMILES	aSyn yeast rescue
O=C1CCC(=O)N(O)CCCCCNC(=O)CCC(=O)N(O)CCCCNC(=O)CCC(=O)N(O)CCCCCN1	3%
O=c1[nH]cnc2c1c(-c1ccccc1)cn2-c1ccc(F)cc1	5%
COc1ccc(C(=O)NCCNC(=O)c2ccc(OC)cc2)cc1	1%
COc1ccc(CCNC(=O)c2nc(SCc3ccc(C)cc3)ncc2Cl)cc1OC	-23%
CCN1CCN(C(c2cccs2)C(C)NS(=O)(=O)c2ccc(F)cc2)CC1 (stereo unspecified)	5%
CCOc1ccc(C2CC(c3c(O)n(C4CCCCC4)c(=O)[nH]c3=O)=Nc3ccccc3S2)cc1 (stereo unspecified)	8%
O=C(COc1cc(F)ccc1[N+](=O)[O-])Nc1cccc(Br)c1	-14%
COc1ccc(C(CC(=O)O)NC(=O)COc2cc(C)ccc2C)cc1OC (stereo unspecified)	-46%[inhibitor]
COc1ccc(OC)c(/C=C(\C#N)c2nc3ccccc3c(=O)[nH]2)c1	0%
CCCc1nnc(NC(=O)Nc2ccccc2Cl)s1	-11%
COCCCNC1=C(C#N)C(=O)NC(c2cccc([N+](=O)[O-])c2)S1 (stereo unspecified)	-3%
Cc1ccc(NC(=O)NCc2nc3ccccc3n2C)cc1	-13%
NC(=S)N/N=C/c1coc2ccc(O)cc2c1=O	5%
Cc1ccc(NC(=O)c2cccc(S(=O)(=O)N(C)C3CCCCC3)c2)nc1	5%
CC(=O)c1sc(NC(=O)c2cccc(N3C(=O)CCC3=O)c2)nc1-c1ccccc1	6%
Cc1ccccc1CSc1nnc(NC(=O)Cc2cccs2)s1	0%
Cc1cc(NC(=O)c2ccc(-c3ccc(Br)cc3)o2)cc(-c2nc3ncccc3o2)c1O	9%
COc1cccc(C(=O)NCCSc2ccc(Br)cc2)c1	5%
O=C1c2ccccc2C(Nc2ccc3nc(-c4cccnc4)[nH]c3c2)N1Cc1ccco1 (stereo unspecified)	-2%
CC1=C(C(=O)N2CCOCC2)CC(CC(=O)NCCCCc2ccccc2)C(=O)N1Cc1ccc(C(C)(C)C)cc1 (stereo unspecified)	-4%
Cc1nn(-c2ccc3nncn3n2)c(C)c1CCC(=O)Nc1ccc(OC(F)(F)F)cc1	-3%
Cc1cc(C)c(S(=O)(=O)NCc2ccc3c(c2)cc(C)n3C)c(C)c1	0%
Cc1cc(C)c(C)c(S(=O)(=O)N2CCN(c3ccc(O)cc3)CC2)c1C	u
COc1cccc(-c2cnc(NCc3ccccc3Cl)n2C)c1	8%
CCc1ccc(S(=O)(=O)c2nnn(-c3ccc(F)cc3)c2N)cc1	-51%[inhibitor]
CC1=C(C(=O)OCC(Cl)(Cl)Cl)N2C(=O)C(NC(=O)Cc3ccccc3)C2SC1 (stereo unspecified)	0%
Cc1ccc(S(=O)(=O)C(CNC(=O)C(=O)NCCc2ccc(F)cc2)c2cccs2)cc1 (stereo unspecified)	0%
COc1ccc(CNC(=O)Cn2c(=O)cc(-c3ccccc3)c3c(C)nn(C)c32)cc1	2%
COc1ccc2nc(SCC(=O)c3c(C)[nH]c4ccccc34)nc(C)c2c1	-1%
Cc1ccc(CNC(=O)c2nc(S(=O)(=O)Cc3ccc(C)cc3)ncc2Cl)cc1	3%
Cc1oc2ncnc(N3CCOCC3)c2c1C(=O)Nc1ccc(Br)cc1F	10%
COc1ccc(N2CCN(C(c3ccccc3)c3nnc(-c4ccccc4Cl)o3)CC2)cc1 (stereo unspecified)	0%
Cc1ccc(CNS(=O)(=O)c2ccc(-n3cccn3)cc2)cc1	6%
Cc1ccccc1NCc1cccn1-c1nnc(N2CCOCC2)s1	2%
CCc1ccc(NC(=O)C(C)Sc2nc(-c3ccco3)c(C#N)c(=O)[nH]2)cc1 (stereo unspecified)	-8%
CCC(C(=O)Nc1cccc(-c2nc3cccnc3s2)c1C)c1ccccc1 (stereo unspecified)	-15%
COc1cccc2cc(-c3nnc(-c4ccc(Cl)cc4)o3)c(=O)oc12	-12%
Cc1ccc2c(cnn2C(=O)CCCC(=O)NCc2ccc(F)cc2)c1	9%
COc1ccc(C)cc1NC(=O)CCc1c(C)nn(-c2ccc(N3CCOCC3)nn2)c1C	6%
CN(CC(=O)Nc1ccccc1Cl)C(=O)c1ccc(N2C(=O)CCC2=O)cc1	-5%
CCCCc1ccc(C(=O)c2c(N)c(C(=O)Nc3cccc(OC)c3)c3ccccn23)cc1	-6%
CC(C)=CC1C(C(=O)Nc2ccc(S(=O)(=O)N3CCOCC3)cc2)C1(C)C (stereo unspecified)	-12%
COC(=O)c1ccccc1NC(=O)C1=C(C)C(=O)OC12CCCCCC2	-15%
COc1ccc(C2C(C(=O)Nc3ccccc3OC)=C(C)Nc3c(C(=O)Nc4ccccc4)cnn32)c(OC)c1 (stereo unspecified)	1%
NS(=O)(=O)c1ccc(CCNC(=O)C(=O)NCC2OCCN2S(=O)(=O)c2cc(F)ccc2F)cc1 (stereo unspecified)	6%
COc1ccc(N(CC(=O)NCc2ccco2)S(=O)(=O)c2c(C)nn(C)c2C)cc1	-9%
COc1ccc(CCNC(=O)c2cnc3sc(N4CCOCC4)nn3c2=O)cc1OC	-1%
O=C(NCc1ccccc1Cl)c1cc2cccc3c2n1CCS3	8%
O=C(CN1C(=O)CCC1=O)NC(=O)NC1CCCC1	-10%
Cc1ccc(C)c(N2N=C(C(=O)Nc3ccc(N4CCOCC4)cc3)CCC2=O)c1	-2%

(list continues)
SMILES	aSyn yeast rescue
COc1ccc(CNC(=O)CSc2ncc(S(=O)(=O)c3ccc(C)c(Cl)c3)c(=O)[nH]2)cc1	4%
COC(=O)c1c(NC(=O)C(C)(C)C)sc2c1CCN(Cc1ccccc1)C2	4%
CC1CCN(C2CC(=O)N(c3ccc(Br)cc3Br)C2=O)CC1 (stereo unspecified)	-76%[inhibitor]
CCCCC1CCC(C(=O)N2CC(=O)Nc3ccc(C)cc3C2c2ccc(F)cc2)CC1 (stereo unspecified)	0%
CCCN(CC(=O)Nc1ccccc1C)C(=O)c1ccc(-c2ccc(C(C)=O)cc2)o1	0%
CCCCN1C(=O)C(CC(=O)NCCCCc2ccccc2)CC(C(=O)N2CCOCC2)=C1C (stereo unspecified)	7%
CCOc1ccccc1NC(=O)C1=C(C)Nc2ncnn2C1c1ccccn1 (stereo unspecified)	-6%
Cc1ccc(CNS(=O)(=O)c2cnc(N)nc2)cc1	-6%
CC(=O)c1cccc(NC(=O)c2sc3nc4c(cc3c2N)CCCC4)c1	5%
CCOC(=O)c1ccc(NC(=O)N2CCOc3ccccc32)cc1	-8%
O=C(Nc1ccn(CCCN2CCN(c3ncccn3)CC2)c(=O)n1)OCc1ccccc1	3%
CC1CCC(NC(=O)C2CCN(c3c4c(nc5ncnn35)CCC4)CC2)CC1 (stereo unspecified)	-9%
COc1cccc(CSc2nc(-c3ccccc3F)nc3c2Cc2c(CO)cnc(C)c2O3)c1	2%
O=C(Nc1ccccc1F)Nc1cc(Cl)ccc1-n1cncn1	3%
Cc1ccc2c(C)c(C(=O)N3CCC(c4nc5ccccc5s4)CC3)oc2c1C	8%
CN(C(=O)Nc1cn(C)c(=O)c2ccccc12)c1ccccc1	3%
Cc1cc(NC(=O)COc2ccc(C(C)(C)C)cc2)no1	-7%
COc1ccc(Cl)cc1NC(=O)CCC(=O)c1ccc(C)cc1	-4%
Cc1ccc(/C=C(\NC(=O)c2ccc(C)cc2)c2nc(=S)[nH][nH]2)cc1	17%
CCCCn1c(N)c(N(CCOC)C(=O)CCNC(=O)c2ccc(Cl)cc2)c(=O)[nH]c1=O	-54%[inhibitor]
CSc1ncc(Cl)c(C(=O)N(Cc2ccccc2Cl)C2CCS(=O)(=O)C2)n1 (stereo unspecified)	-5%
COCCn1nnnc1C(c1cc2cc(OC)ccc2[nH]c1=O)N1CCC(Cc2ccccc2)CC1 (stereo unspecified)	1%
CC(=O)N1c2c(cc(Br)cc2S(=O)(=O)N2CCN(c3ccccc3)CC2)CC1C (stereo unspecified)	3%
C[C@@H]1CN([C@H](C)CO)C(=O)CCCn2nncc2CO[C@@H]1CN(C)C(=O)CCC(F)(F)F	0%
CC(=O)c1ccc(S(=O)(=O)NC2CC(=O)N(c3ccc4c(c3)OCCO4)C2)cc1 (stereo unspecified)	-2%
COc1ccccc1N1CCN(C(=O)c2c(C)oc3ncn(C)c(=O)c23)CC1	-3%
CC(Oc1ccccc1)C(=O)Nc1ccc(S(=O)(=O)Nc2nccs2)cc1 (stereo unspecified)	-3%
Cc1c(Cc2ccccc2)c(=O)oc2c(C)c(OCC(=O)Nc3ccc(C#N)cc3)ccc12	-7%
COc1ccc2oc(C(=O)OCC(=O)Nc3ccc(N4CCOCC4)cc3)c(C)c2c1	-2%
O=C(O)c1nn(CC(=O)N2CCN(c3ccccc3)CC2)c(=O)c2ccccc12	7%
COc1ccc(CCNC(=O)c2ccc3c(c2)N(Cc2ccccc2)C(=O)c2ccccc2S3=O)cc1OC (stereo unspecified)	-8%
COc1ccc(-c2csc(-c3c(N)c(C(=O)c4ccccc4)n4ccccc34)n2)cc1OC	-3%
COc1ccc(NC(=O)c2cnn(-c3ccc(F)cc3F)c2C2CCN(C(=O)OC(C)(C)C)CC2)cc1Cl	7%
COC(=O)CC1C(=O)NCCN1C(=S)NC(=O)c1ccccc1[N+](=O)[O-] (stereo unspecified)	-10%
COc1cccc(CNC(=O)c2ccc(-c3nc(CSc4ccccc4)c(C)o3)cc2)c1	-6%
COCCNC(=O)CN(Cc1cccs1)C(=O)CCC(=O)Nc1nccs1	-3%
COc1ccc(-c2noc(Cn3c(=O)c4ccccc4n(CC(=O)Nc4cccc(C(F)(F)F)c4)c3=O)n2)cc1	5%
CCn1cc(C(=O)NCCCN(CC(C)C)CC(C)C)c(=O)c2cc(S(=O)(=O)N(C)C3CCCCC3)ccc21	1%
O=C1OCCC1=COCCCCOC=C1CCOC1=O	2%
CCOC(=O)C1CCN(C(=O)COC(=O)c2cc(-c3cccs3)nn2-c2ccccc2)CC1	-14%
COc1ccc(C)cc1NC(=O)C1CCN(S(=O)(=O)c2ccc3[nH]c4c(c3c2)CCCCC4)CC1	0%
COc1cccc(CN(C(=O)c2ccc(C(C)(C)C)cc2)C2CCS(=O)(=O)C2)c1 (stereo unspecified)	4%
Cc1cc(C)c(S(=O)(=O)N2CCC(N3CCN(Cc4ccc(F)cc4)C(=O)C3=O)CC2)c(C)c1	-4%
CCOC(=O)c1n[nH]n2c1nc(=S)c1ccccc12	-19%

Entries shown so far containing an aryl thioether with sulfur outside any ring, in the order listed:
SMILES	aSyn yeast rescue
Cc1ccc(-n2c(SCC(=O)Nc3ccc(N4CCOCC4)cc3)nc3ccccc3c2=O)cc1	2%
CC(C)(C)OC(=O)N1CCC(c2nnc(SCc3ccccc3)o2)CC1	-8%
CCCc1cc(=O)[nH]c(SCC(=O)N2CCOCC2)n1	-3%
COc1ccc(CCNC(=O)c2nc(SCc3ccc(C)cc3)ncc2Cl)cc1OC	-23%
Cc1ccccc1CSc1nnc(NC(=O)Cc2cccs2)s1	0%
COc1cccc(C(=O)NCCSc2ccc(Br)cc2)c1	5%
COc1ccc2nc(SCC(=O)c3c(C)[nH]c4ccccc34)nc(C)c2c1	-1%
CCc1ccc(NC(=O)C(C)Sc2nc(-c3ccco3)c(C#N)c(=O)[nH]2)cc1 (stereo unspecified)	-8%
COc1ccc(CNC(=O)CSc2ncc(S(=O)(=O)c3ccc(C)c(Cl)c3)c(=O)[nH]2)cc1	4%
COc1cccc(CSc2nc(-c3ccccc3F)nc3c2Cc2c(CO)cnc(C)c2O3)c1	2%
CSc1ncc(Cl)c(C(=O)N(Cc2ccccc2Cl)C2CCS(=O)(=O)C2)n1 (stereo unspecified)	-5%
COc1cccc(CNC(=O)c2ccc(-c3nc(CSc4ccccc4)c(C)o3)cc2)c1	-6%

Only part of the results is shown; rates above refer to the full screens.
